# Compound activity deposited in PubChem BioAssay by several laboratories.
# NCOA2 inhibitor = inhibits human steroid receptor coactivator 2; Q15596; HEK293 GAL4-SRC2 luciferase reporter, luminescence; inhibition, % at 9 µM; 370,000 tested, 0.17% active;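 active = inhibition above the mean inhibition of all tested compounds plus 3 SD, set per campaign, cut at about 52% in these data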;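 also: 0% = DMSO treated cells and 100% = cells given Gossypol at 36 µM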
# TLR9-MyD88 inh = blocks human TLR9 binding to MyD88; Q9NR96+Q99836; CHO BLA complementation TLR9-MyD88, CCF4 FRET ratio; inhibition, % at 4.98 µM; 340,000 tested, 0.21% active; AID 504734;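 active = inhibition above the mean over all tested compounds plus 3 SD, cut at about 21% in these data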;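 also: 0% = DMSO only wells and 100% = clavulanate BLA inhibitor control wells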
# m5-HT2A agonist = mouse HTR2A agonism via beta-arrestin recruitment; 360,000 tested, 0.66% active; P35363; CHO-K1 mHTR2A beta-arrestin complementation, luminescence; percent of 30 µM serotonin response; activation, % at 7.6 µM;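 active = activation above a run cutoff, the mean activation of all tested compounds plus 3 SD, cut at about 14% in these data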;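 also: 0% = plate median of compound wells and 100% = 30 µM serotonin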
# NOD2-RIPK2 inh = inhibitors of human NOD2-RIPK2 interaction; CHO BLA complementation NOD2-RIPK2, CCF4 ratio; O43353; 360,000 tested, 0.38% active; inhibition, % at 4.98 µM; AID 624267; in the data active = inhibition above about 21%;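 also: 0% = vehicle only and 100% = reference blocker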
# MC4R ag barr = human MC4R agonism via beta-arrestin | AID 540308 | activation, % at 8.9 µM | 360,000 tested, 0.98% active | U2OS MC4R beta-arrestin complementation, luminescence; percent of melanotan II response, DMSO zero | P32245;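 active = activation above a per-plate cutoff, the mean activation of sample wells on that plate plus 3 SD, cut at about 8% in these data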
# MC4R antagonist = blocks human MC4R cAMP signaling; MC4R-expressing cells, MTII-stimulated cAMP, LANCE TR-FRET; inhibition, % at 6.5 µM; 360,000 tested, 0.48% active; AID 540295;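 active = inhibition above its plate's cutoff, the mean of tested wells on that plate plus 3 SD, cut at about 29% in these data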;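 also: 0% = Melanotan II alone and 100% = Melanotan II plus saturating MCL0020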
#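 system = U2OS cells with stable human MC4R expression | also added = Melanotan II challenge after compound preincubation | dosing = one concentration, 6.5 µM nominal | incubation = compound 30 min, challenge 1 h, detection 1 h | measured by = TR-FRET with Eu-cAMP and labeled anti-cAMP, 671 nm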
# ABHD5 PLIN5 PPI = blocks binding of human ABHD5 to perilipin-5. Q00G26+Q8WTS1. inhibition, % at 4 µM. 360,000 tested, 0.78% active. AID 602281. Split G. princeps luciferase complementation, luminescence, 4 h;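 active = inhibition above the mean inhibition across every tested compound plus 3 SD, cut at about 22% in these data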;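 also: 0% = DMSO only wells and the 100% control is not disclosed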
# Target sequence (Q00G26 whole entry, looked up): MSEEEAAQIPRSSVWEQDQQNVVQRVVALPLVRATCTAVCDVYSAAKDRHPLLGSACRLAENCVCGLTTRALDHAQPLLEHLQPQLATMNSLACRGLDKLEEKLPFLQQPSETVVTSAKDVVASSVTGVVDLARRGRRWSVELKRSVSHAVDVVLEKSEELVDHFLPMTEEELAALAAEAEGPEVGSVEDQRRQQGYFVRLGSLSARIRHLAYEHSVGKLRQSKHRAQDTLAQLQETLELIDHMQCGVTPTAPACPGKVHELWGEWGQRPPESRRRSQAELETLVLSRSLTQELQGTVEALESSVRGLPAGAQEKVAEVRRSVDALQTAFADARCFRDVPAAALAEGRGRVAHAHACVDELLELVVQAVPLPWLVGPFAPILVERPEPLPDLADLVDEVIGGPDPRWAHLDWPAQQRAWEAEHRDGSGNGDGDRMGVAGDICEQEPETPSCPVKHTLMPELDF
# Target sequence (Q8WTS1 whole entry, looked up): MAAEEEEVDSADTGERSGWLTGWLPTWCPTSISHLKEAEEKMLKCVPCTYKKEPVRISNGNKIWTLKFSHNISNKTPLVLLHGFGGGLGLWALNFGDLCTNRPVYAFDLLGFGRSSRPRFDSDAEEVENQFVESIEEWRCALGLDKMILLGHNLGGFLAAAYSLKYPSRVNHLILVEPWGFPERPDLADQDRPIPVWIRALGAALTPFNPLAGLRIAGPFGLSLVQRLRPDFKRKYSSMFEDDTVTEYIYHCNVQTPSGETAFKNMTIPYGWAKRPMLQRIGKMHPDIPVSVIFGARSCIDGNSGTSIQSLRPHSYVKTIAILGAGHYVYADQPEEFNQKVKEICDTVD
# Cardio protect = myocardial damage modulation in H9c2 cells. 360,000 tested, 0.63% active. AID 588492. H9c2 cardiomyocytes, H2O2 injury protection, ATPLite, 2 h. protection from H2O2 cell death, % at 20 µM;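 active = compounds giving at least 50% protection of heart cells from peroxide-induced death in the single-dose screen, raw or plate-pattern-corrected value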;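 also: 0% = DMSO wells with peroxide and 100% = DMSO wells without peroxide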
# N-glyco inh = blocks N-linked glycosylation in D54 reporter cells; D54 ERlucT glycosylation luciferase reporter, 24 h; percent of 100 nM tunicamycin response; 360,000 tested, 0.23% active; reporter increase, % at 12.5 µM; AID 588692;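 active = mean luciferase reporter signal, scaled so untreated is 0 and the glycosylation-blocking control 100, at or above a set limit in every replicate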;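 also: luciferase carries N-glycosylation sites so blocking glycosylation raises the light; 0% = median of neutral control wells and 100% = median of 100 nM tunicamycin wells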
# ABCB6 inh 2 = inhibitors of human ABC transporter ABCB6. Q9NP58. K562-ABCB6 porphyrin accumulation, flow cytometry, 1 h; active compounds read low. fluorescence ratio to DMSO, % at 10 µM. 360,000 tested, 0.19% active. AID 602162;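 active = fluorescence ratio to DMSO below 75%, the collection mean minus 3 SD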;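 also: signal is porphyrin accumulated inside mitochondria; 100% equals median channel fluorescence of DMSO control wells; lower ratio means ABCB6 inhibition with less porphyrin fluorescence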
# The depositor's hits bear a star; · = no result given. A portion of the library; the hit share may differ from the screen's.
Molecule	MC4R antagonist	m5-HT2A agonist	ABHD5 PLIN5 PPI	MC4R ag barr	N-glyco inh	NOD2-RIPK2 inh	NCOA2 inhibitor	Cardio protect	ABCB6 inh 2	TLR9-MyD88 inh
O=C(CNC(=O)C(c1ccccc1)c1ccccc1)N/N=C/c1cccnc1	10.2	-1.6	-0.7	0.0	1.2	-4.2	-9.9	1.0	99.0	·
C#Cc1ccc([C@H]2C=C(C(=O)N3CCN(Cc4ccccc4)CC3)O[C@@H](OCC)[C@@H]2CCCO)cc1	-0.9	-1.3	-2.5	1.0	0.6	-0.2	-2.9	3.6	94.0	-0.9
CCOC(=O)c1nnn(-c2nonc2-n2cccc2)c1C	8.5	-1.5	-2.2	-1.6	-0.9	-1.7	-16.3	5.4	95.0	-12.6
CN(CC(=O)Nc1ccccc1N1CCOCC1)CC(=O)Nc1ccc(F)c(F)c1F	6.8	-2.5	-2.6	-0.9	3.5	4.5	8.0	2.4	83.0	-4.6
CS(=O)(=O)c1ccc(C(=O)NNC(=O)c2cc(-c3ccccc3)n[nH]2)cc1	5.6	-5.8	-9.2	-1.2	0.6	-3.3	12.6	1.4	96.0	2.3
O=C(CCC1CCCCC1)Nc1cccnc1	16.4	3.5	2.3	0.7	-0.5	-1.9	-20.6	-9.5	99.0	-2.9
O=C(Nc1ccc(S(=O)(=O)N2CCc3ccccc32)cc1)C(F)(F)F	8.5	-2.1	6.0	0.5	-0.4	-11.4	19.9	-4.8	101.0	4.0
CCn1c2ccccc2c2nnc(SCC(=O)Nc3ncccn3)nc21	16.7	4.6	-0.4	-1.1	-1.2	3.1	-2.5	9.6	98.0	-3.5
Cc1ccc(C2=NOC(C)(c3nnc(-c4cccc(Cl)c4)o3)C2)cc1 (stereo not given)	0.1	4.2	7.7	-0.1	3.1	-8.3	9.4	-2.0	101.0	-1.5
Cc1ccc(C(C)C)c(OCC(=O)Nn2c(=O)[nH]c3ccccc3c2=O)c1	-2.5	-0.9	-3.6	-0.2	-1.4	4.4	6.2	4.0	95.0	13.4
CNC(=O)C[C@H]1C(=O)N(C2CCCCC2)C[C@@H]1C	3.5	0.2	12.9	0.9	2.9	-9.8	-3.4	5.7	90.0	-7.9
Cc1nn(Cc2ccc(Cl)cc2Cl)c(C)c1NC(=O)NC12CC3CC(CC(C3)C1)C2	9.3	-7.5	-1.4	-2.1	-3.9	2.9	4.8	-1.6	92.0	2.1
C/C(=N\NC(=O)c1cc(-c2ccncc2)nc2ccccc12)c1ccc(OC(F)F)cc1	-2.3	-7.5	1.2	-0.7	9.7	3.0	-31.9	1.4	97.0	7.5
Cc1ccc(NC(=O)/C(C#N)=N/Nc2ccc(C(=O)O)cc2)c(C)c1	-14.0	3.1	11.9	1.6	-0.7	-16.3	-6.1	-0.2	107.0	4.9
CSCCC(NC(=O)c1ccc(Cl)cc1Cl)C(=O)NCc1ccncc1 (stereo not given)	11.8	0.9	0.9	-3.0	2.2	-9.1	-17.0	-1.8	101.0	7.1
O=C(CN(C(=O)CNC(=O)c1cccs1)c1cccc(F)c1)NC1CCCCC1	-1.8	1.1	-0.5	3.2	-1.6	-19.8	3.0	-2.4	95.0	-3.0
Cn1c(SCC(=O)Nc2ccccc2Br)nnc1-c1cnccn1	0.6	-1.1	-4.6	0.8	3.1	-1.5	12.9	17.2	99.0	5.0
CCOC(=O)C(=O)N(C)c1c(CC)nc2c(OCCC3CCCCC3)cccn12	8.4	-4.2	5.2	-2.4	0.3	6.0	-10.5	1.7	94.0	·
O=C(/C=C/c1cccc(Cl)c1Cl)OCC(=O)N1CCOCC1	-0.7	1.1	-12.8	-0.6	-0.4	-2.1	-6.0	0.5	101.0	6.1
Cc1ccc(N=C(N)N=C(N)N)cc1	4.8	-1.0	-3.6	-2.7	-0.9	-10.3	1.3	-3.6	95.0	-1.6
CCOC(=O)CCc1c(C)nc(SCC(=O)O)c(C#N)c1C	-4.3	0.2	2.6	-1.8	0.7	6.3	11.1	6.3	102.0	-1.5
Cc1cc(=O)oc2cc(NC(=O)c3cc([N+](=O)[O-])ccc3N3CCOCC3)ccc12	10.7	2.4	0.8	-1.2	-4.0	0.3	8.7	7.0	95.0	-2.8
CC1(C)OC2CC3C4CC=C5CC(O)CCC5(C)C4CCC3(C)C2(C(=O)CO)O1 (stereo not given)	-3.5	-0.5	9.9	-2.9	-1.5	-11.5	-0.5	0.4	95.0	4.5
Cc1ccc(CN(C(=O)CNC(=O)c2cccs2)C(C(=O)NCC2CCCO2)c2ccccc2)cc1 (stereo not given)	-0.8	2.2	7.9	1.6	0.2	-0.9	15.7	91.4*	100.0	2.2
CCCC1(CCC)NC(=O)N(CC(=O)N2CCN(C(=O)c3ccco3)CC2)C1=O	16.7	-2.0	-0.3	-0.4	1.2	-4.9	-9.5	-4.9	96.0	-3.7

# Already shown: an excerpt of the list.
Molecule	MC4R antagonist	m5-HT2A agonist	ABHD5 PLIN5 PPI	MC4R ag barr	N-glyco inh	NOD2-RIPK2 inh	NCOA2 inhibitor	Cardio protect	ABCB6 inh 2	TLR9-MyD88 inh
Cc1ccc(CN(C(=O)CNC(=O)c2cccs2)C(C(=O)NCC2CCCO2)c2ccccc2)cc1 (stereo not given)	-0.8	2.2	7.9	1.6	0.2	-0.9	15.7	91.4*	100.0	2.2
CCCC1(CCC)NC(=O)N(CC(=O)N2CCN(C(=O)c3ccco3)CC2)C1=O	16.7	-2.0	-0.3	-0.4	1.2	-4.9	-9.5	-4.9	96.0	-3.7

# New compounds follow.
Molecule	MC4R antagonist	m5-HT2A agonist	ABHD5 PLIN5 PPI	MC4R ag barr	N-glyco inh	NOD2-RIPK2 inh	NCOA2 inhibitor	Cardio protect	ABCB6 inh 2	TLR9-MyD88 inh
CCOc1cc(/C=N/NC(=O)c2nnn(-c3nonc3N)c2C)ccc1OCc1cccc(F)c1	7.7	0.4	-4.1	1.4	-2.0	5.6	-5.3	-6.6	97.0	-18.4
CNC(=O)c1ccc(-c2sc3nc(N4CCOCC4)c4c(c3c2N)CCCC4)o1	6.9	6.0	4.1	0.2	1.1	0.5	-44.1	80.0*	97.0	-0.8
N#CCC(=O)N/N=C\c1cccc(OC/C=C/c2ccccc2)c1	19.8	0.6	-6.4	0.4	-10.8	-4.0	-66.4	-8.2	102.0	2.5
CCCCS(=O)(=O)N1CCCC(C(=O)Oc2ccccc2OC)C1 (stereo not given)	-2.0	-0.6	-0.9	-0.5	3.6	-8.8	1.7	-1.3	93.0	-1.8
O=C(NCc1ccc2c(c1)OCO2)c1nnc(Cc2ccc(Cl)cc2)o1	0.1	2.9	-1.6	5.0	1.6	-7.5	-15.7	-3.5	97.0	-10.1
COc1ccccc1N1CCN(/N=C/c2cccc(Cl)c2)CC1	3.9	6.1	-7.1	0.0	0.0	4.7	-87.2	-10.6	102.0	1.1
COc1cc(C)nc(OCCNC(=O)COc2ccc(Cl)cc2C)n1	3.7	0.0	3.5	-0.9	-1.8	-2.5	4.6	4.6	97.0	-2.4
c1nnc2c3c4c(sc3ncn12)CCC4	0.0	7.8	-4.1	-0.8	-10.4	3.1	38.6	-4.9	106.0	-0.1
COc1ccc(CCNS(=O)(=O)c2cccc(C(=O)O)c2)cc1OC	6.2	0.5	-0.7	-1.4	1.8	-3.6	6.3	6.9	92.0	-1.3
Cc1ccc(NC(=O)CS(=O)(=O)c2cn(C)c3ccccc23)c(C)c1	5.9	3.3	5.9	-0.3	-1.5	-9.2	-2.4	0.9	96.0	-0.2
O=C(N/N=C\c1cc(Br)c(Br)o1)C1COc2ccccc2O1 (stereo not given)	11.3	-5.2	2.3	5.1	3.0	12.2	40.9	9.1	101.0	-6.2
CCCn1c(N)c(C(=O)COC(=O)c2c(C)noc2C)c(=O)n(C)c1=O	13.8	-2.9	-6.2	-0.8	-1.4	-8.8	13.5	8.6	93.0	-4.2
CSCC[C@H](Nc1ncnc2sc(C)c(C)c12)C(=O)O	5.7	2.5	1.3	-1.5	5.0	-1.8	5.0	4.5	103.0	5.8
O=C(O)c1cccc2c(-c3ccccc3)c(-c3ccccc3)[nH]c12	0.1	-0.2	6.3	2.5	1.0	-3.7	-23.4	-5.0	91.0	-18.4
COc1ccc2c(Cl)c(C(=O)NCCc3ccc(S(N)(=O)=O)cc3)sc2c1	7.9	-0.3	-1.5	0.3	-0.3	-9.6	7.6	1.4	94.0	-7.8
Cc1ccc(NC(=O)CN2C(=O)NC3(CCCc4ccccc43)C2=O)c(Cl)c1 (stereo not given)	10.9	-2.2	3.2	-0.3	-0.4	0.8	12.6	3.9	100.0	-5.6
O=C(NCc1ccccc1)c1cccc2c1C(=O)c1ccc(/C=C/c3ccccc3)cc1S2(=O)=O	-3.0	-9.2	-14.9	0.3	-1.9	10.1	0.2	5.5	93.0	3.0
Cc1cccc(/C(N)=N/OC(=O)c2ccccc2Cl)c1	9.8	-3.6	7.6	-0.6	-15.1	-2.6	-51.5	-16.8	103.0	-1.0
Cc1cccc(NC(=O)CSCC(=O)Nc2cccc(S(=O)(=O)N3CCCCCC3)c2)c1	9.7	-6.1	-12.2	-2.6	0.2	-1.1	-31.0	-5.0	93.0	-6.6
O=C(O)c1ccc(NCc2nc3cc4ccccc4cc3[nH]2)cc1	-0.3	-0.4	1.8	-1.0	-2.1	-2.5	12.8	0.1	97.0	3.5
Fc1ccc(C2=CC(c3ccco3)n3ncnc3N2)cc1 (stereo not given)	1.6	2.5	-11.7	-1.2	-1.5	35.6*	·	0.6	102.0	35.3*
CNC(=O)/C(=C\c1ccc([N+](=O)[O-])cc1)NC(C)=O	11.2	-2.1	2.7	1.1	2.8	5.2	-1.3	13.2	104.0	4.0
CC(=O)Nc1ccc(S(=O)(=O)Nc2ccc3c(c2)CCC3)cc1	-3.7	3.8	-9.8	1.1	-0.3	5.2	11.9	-11.7	94.0	-1.4
COc1ccc(CN2CCN(Cc3ccc4cc(F)ccc4n3)CC2CCO)c(C)c1C (stereo not given)	13.1	-0.9	3.4	0.8	1.4	-4.3	8.0	-3.2	100.0	-5.0
O/N=C/c1cn(-c2ccccc2)nc1-c1ccccc1	-2.3	-1.0	3.3	3.0	-0.1	-6.1	-13.9	-11.8	96.0	-9.9
Cc1c(Cl)cccc1NC(=O)N1CCN(C(=O)c2ccco2)CC1	2.8	6.8	5.2	0.3	-0.2	11.6	-38.9	2.6	99.0	-10.5
CNC(=O)c1cc(Cl)c(OC)c(OC)c1	-0.4	-3.0	-0.3	-1.3	4.2	0.9	-4.7	4.7	105.0	-6.1
CCn1cc(C(=O)N2CCCC2)c(=O)c2cc(S(=O)(=O)N3CCC(C)CC3)ccc21	3.0	-8.3	-5.1	-1.0	0.7	-109.7	8.9	1.8	89.0	0.1
O=C(COc1ccccc1)Nc1ccc([N+](=O)[O-])cc1	5.1	6.7	1.2	-0.6	2.7	-6.4	-15.5	0.9	95.0	-1.2
COc1ccc(CNC(=O)[C@H](Cc2ccccc2)NC(=O)CC[C@H]2O[C@@H](n3ccc(=O)[nH]c3=O)[C@H](O)[C@@H]2O)cc1	·	4.0	-5.5	·	4.1	-0.7	7.0	7.5	101.0	·
